Screening results as filed in PubChem BioAssay.
Wnt act – Wnt/beta-catenin pathway activators, primary screen, cell-based, plate reader, single point. 300,000 compounds, 1.2% hits. Wnt/beta-catenin reporter cell assay, activator. activation, % at 9.35 µM; in the data active means activation above about 30%, passing the limit was not always enough;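 further: 0% = neutral control wells and 100% = positive control wells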
Ecoli viability – E. coli V3065 growth inhibition, primary screen, counter-screen for AddAB inhibitor project, absorbance, OD600; 18 h; inhibition, % at 11.9 µM; 330,000 compounds, 0.27% hits; AID 449728, 2010;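 active means inhibition above the campaign's mean inhibition across all tested compounds plus 3 SD, cut at about 9.9% in these data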;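 further: uninfected addAB+ strain grown without phage in ampicillin broth; 0% = DMSO wells and 100% = ciprofloxacin 0.95 µg/ml wells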
CAL PDZ FP-1 – untagged CAL PDZ binding inhibitors, primary screen, biochemical, fluorescence polarization, HTS; AID 602252, 2012; inhibition, % at 24.9 µM; 300,000 compounds, 0.92% hits; purified CAL PDZ, TMR-peptide fluorescence polarization, 1 h;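 active means mean inhibition of at least 30% with at least half of replicates also reaching 30%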;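 further: 0% = DMSO neutral control and 100% = excess unlabeled competitor peptide PRC23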
phage Ecoli inh – growth loss of phage-infected E. coli, primary screen, RecBCD inhibitor project, absorbance, with phage, HTS | inhibition, % at 11.9 µM | 360,000 compounds, 0.26% hits; in the data active means inhibition above about 11%
MITF TRPM1 HTS – activators of MITF-driven TRPM1 promoter reporter, primary screen, cell-based, SK-MEL-5, luciferase, single point; activation, % at 12.5 µM; SK-MEL-5 TRPM1-promoter luciferase, 24 h; % of positive control, neutral wells = 0; 300,000 compounds, 0.75% hits;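 active means mean activation of at least 80% with every replicate also reaching 80%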;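 further: 0% = neutral control wells and 100% = parthenolide positive control wells; values of inactives mirror those of a sister screen read the other way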
SR-BI DiI-HDL act – activators of SR-BI mediated DiI-HDL uptake, primary screen, ldlA[mSR-BI] CHO cells, DiI fluorescence. 3 h; 100 = double the neutral-control signal. activation, % at 12.5 µM. 320,000 compounds, 0.096% hits. AID 504775, 2011;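 active means mean replicate activation of at least 60% and every replicate at or above 60%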;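 further: 0% = median plate neutral-control signal and 100% = twice that signal; values of inactives mirror those of a sister screen read the other way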
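material = CHO ldlA[mSR-BI] cells | medium = Ham's F12 with 0.5% BSA, HEPES 25 mM, pH 7.4 | reagent = fluorescent DiI-HDL, 10 µg/mL final | compound dosing = single-point compound dose | incubation = 3 h, 37 °C | measured by = bottom-read fluorescence, 550/595 nm | measure = HDL uptake via cellular fluorescence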
SR-BI HDL uptake – inhibitors of SR-BI mediated HDL lipid uptake, primary screen, ldlA[mSR-BI] cells, fluorescence, single point | ldlA[mSR-BI] CHO cells, DiI-HDL uptake fluorescence, 3 h | inhibition, % at 12.5 µM | 320,000 compounds, 0.96% hits | AID 488896, 2010;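 active means mean replicate inhibition of at least 70% and a set share of replicates each scoring 70 or more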;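 further: 0% = median of neutral control wells and 100% = median of positive control wells; values of inactives mirror those of a sister screen read the other way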
Target sequence (Q61009 whole entry, looked up): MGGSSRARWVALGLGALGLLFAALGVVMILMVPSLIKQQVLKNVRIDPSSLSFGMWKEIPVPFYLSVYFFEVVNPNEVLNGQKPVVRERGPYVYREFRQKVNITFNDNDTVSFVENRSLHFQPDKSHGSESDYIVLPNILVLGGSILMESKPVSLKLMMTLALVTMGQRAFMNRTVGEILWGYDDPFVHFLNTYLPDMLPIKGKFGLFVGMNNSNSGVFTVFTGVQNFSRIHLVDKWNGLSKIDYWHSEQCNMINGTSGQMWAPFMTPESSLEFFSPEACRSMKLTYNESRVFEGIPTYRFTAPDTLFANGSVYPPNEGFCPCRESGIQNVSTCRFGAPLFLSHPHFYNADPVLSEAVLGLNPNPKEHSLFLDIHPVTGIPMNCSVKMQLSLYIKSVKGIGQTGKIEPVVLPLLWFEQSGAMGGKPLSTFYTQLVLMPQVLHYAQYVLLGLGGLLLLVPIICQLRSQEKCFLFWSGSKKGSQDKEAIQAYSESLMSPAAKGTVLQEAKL
AddAB inh – growth inhibition of E. coli expressing H. pylori AddAB, primary screen, AddAB inhibitor project, absorbance; AID 435030, 2010; inhibition, % at 11.9 µM; 330,000 compounds, 0.29% hits; in the data active means inhibition above about 12%;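 further: 0% = vehicle wells of infected cells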
CAL PDZ FP-2 – CAL PDZ peptide-binding inhibitors, primary screen, biochemical, fluorescence polarization, Cer-tagged CAL PDZ, HTS; Golgi-associated PDZ and coiled-coil motif-containing protein (Homo sapiens), Q9HD26; purified CAL PDZ, TMR-peptide fluorescence polarization, 1 h; inhibition, % at 20 µM; 330,000 compounds, 0.02% hits; AID 504414, 2011;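 active means highest replicate inhibition of at least 40%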;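 further: plate controls were DMSO neutral control wells for no effect and unlabeled competitor peptide control wells for full effect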
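Material: tagged CAL PDZ domain; buffer or medium: 25 mM sodium phosphate pH 7.4, 150 mM NaCl, TCEP, IgG, Thesit; compound dosing: single point, 20 µM; schedule: 1 h incubation at room temperature before polarization reading; measured by: FP readout, S and P plane fluorescence; read-out basis: percent inhibition from loss of millipolarization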
Tat export inh – E. coli Tat export inhibitors, primary screen, MC4100, TorA-mCherry reporter, fluorescence, single point. inhibition, % at 10 µM. AID 488895, 2010. 340,000 compounds, 0.036% hits;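 active means mean replicate inhibition at least 50% and at least half of replicates individually reaching 50%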;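 further: exported cargo escapes ClpAP degradation while cytoplasmic cargo is degraded and loses fluorescence; 0% = median of neutral control wells and 100% = median of NaSCN control wells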
Active calls of the source: *; . = not tested or not shown.

Below each compound: Wnt act, Ecoli viability, CAL PDZ FP-1, phage Ecoli inh, MITF TRPM1 HTS, SR-BI DiI-HDL act, SR-BI HDL uptake, AddAB inh, CAL PDZ FP-2, Tat export inh
> CC(NC(=O)CSCc1ccccc1Br)c1ccccc1 (centres undefined)
→ 3, -0.2, -13, -0.1, -13, 0, 0, -1.9, -0.9, 0
> COc1ccc(/C=N/NC(=O)c2cccc([N+](=O)[O-])c2)cc1OC
→ 0, -0.3, -1, 1.3, 7, -42, 42, 1.7, -2.3, 6
> CCOC(=O)N/N=C/c1c(C)c(C(=O)c2ccc(F)cc2)n2ccccc12
→ -2, -1.0, -7, 3.0, 3, 22, -22, 1.8, -1.2, -5
> COc1ccc(Cl)cc1NC(=O)CN(C)C(=O)c1cc(C)oc1C
→ -2, -1.5, -5, 0.8, 6, -26, 26, 1.4, 0.0, -1
> Cc1ccc(OCc2nnc(NC(=O)c3cccnc3)s2)cc1
→ 15, 0.9, 5, 1.5, -2, ., ., 1.7, -0.8, 6
> COc1ccc(OC)c(-c2csc(NC(=O)CSc3ccccc3)n2)c1
→ 4, 0.0, -1, 1.4, 20, 7, -7, -0.2, -2.2, 13
> O=Cc1cnc(N2CCN(c3ccccc3)CC2)s1
→ 2, 0.9, -3, 2.6, -4, -4, 4, 4.0, -1.6, 2
> CCc1ccc(C(=O)/C=C/c2cnn(C)c2C)s1
→ 23, 1.4, -3, 1.9, ., 7, -7, 2.1, -0.8, 3
> COc1ccccc1Nc1nnc(SCC(=O)NC(=O)Nc2ccc3c(c2)OCCO3)s1
→ -2, -1.4, -4, 5.7, -3, -22, 22, 0.2, -3.0, -5
> O=c1[nH]c(=O)n(C2OC(CO)C(O)C2O)cc1F (centres undefined)
→ ., ., -9, ., ., 18, -18, ., -0.8, 41
> Cc1nonc1NC(=O)CSc1nc2ccc(Cl)cc2[nH]1
→ -2, 1.5, ., 3.7, -11, ., ., 7.9, -2.2, 3
> Cn1c(NCc2ccco2)nc2c1c(=O)n(Cc1ccc(Cl)cc1Cl)c(=O)n2C
→ 0, -1.4, -1, 0.7, 3, -27, 27, 0.4, 0.3, -10
> Cn1cccc1CC(=O)NNC(=O)Nc1ccccc1F
→ 1, -2.4, 0, 1.7, 3, 4, -4, -0.8, 0.0, 12
> COc1cc2c(cc1OC)C(c1ccc(OC)c(OC)c1OC)CC(=O)N2 (centres undefined)
→ 1, ., 0, 1.3, 13, 2, -2, ., ., -6
> Cc1cc(N2CCCC2=O)ccc1S(=O)(=O)NCCOc1ccccc1
→ -1, 0.0, 4, 2.7, 2, 9, -9, 1.5, -0.5, -2
> Cc1ccc(-c2cc(C(F)F)n3ncc(C(=O)N4CCc5ccccc54)c3n2)cc1
→ -7, -0.5, -2, 4.5, -19, -52, 52, 1.0, -3.8, 1
> Fc1ccc(CNCc2cccc(Br)c2)cc1
→ 18, 3.1, -2, 4.4, 7, -14, 14, 4.4, -0.4, -3
> O=C(NCc1cccnc1)C1CCC(CNS(=O)(=O)c2cccc3nsnc23)CC1 (centres undefined)
→ -1, -0.7, -1, -3.9, 3, 9, -9, 1.7, -0.2, 12
> O=C(CN1C(=O)NC2(CCCCCC2)C1=O)c1ccc(Cl)s1
→ 1, 0.8, -7, 3.7, 17, 3, -3, 0.3, -1.0, -2
> Cc1ccc(F)cc1NC(=O)COC(=O)COc1ccc(C#N)cc1
→ 1, 0.1, -1, 2.6, 0, 42, -42, 0.1, -0.2, -16
> O=C(COC(=O)c1cccc(-n2cnnn2)c1)c1ccc(Br)cc1
→ 23, 1.3, 5, 4.0, 22, -9, 9, 2.8, -2.2, -3
> CCC1CCC2(CC1)NC(=O)N(CC(=O)N1CCc3ccccc31)C2=O (centres undefined)
→ 0, -1.1, 0, 3.3, -10, 10, -10, -2.5, -0.7, 5
> COc1cc(CN(C(=S)NCC(=O)NC2CC2)C2CCCC2)cc(OC)c1OC
→ 0, 1.2, -1, 1.7, -2, -10, 10, 0.9, -0.3, -4
> C/C(=N\NC(=O)c1nnn(-c2nonc2N)c1-c1ccc(Cl)c(Cl)c1)c1ccncc1
→ -1, -0.6, -6, 0.5, 14, -17, 17, -0.5, 0.1, 4
> Cc1cccc(CSCCNC(=O)COc2ccc(Cl)cc2)c1
→ -3, -0.3, 2, 4.3, -6, 29, -29, -0.4, 0.1, 8
> CCn1c2ccccc2c2cc(NC(=O)CSc3nnc(-c4cccc(F)c4)o3)ccc21
→ ., -0.9, 2, 1.5, -16, ., ., -4.3, -0.4, -1
> CCOC(=O)Cn1nc(C)c2c1CCCC2=O
→ 3, 1.0, -4, -1.4, 2, 11, -11, 1.3, 1.4, 7
> COC(=O)C(NS(=O)(=O)c1ccc(NC(C)=O)cc1)C(C)C (centres undefined)
→ -1, 3.4, -2, 3.6, -10, 1, -1, -0.2, -2.6, 0
> O=C(Nc1cnc2ccccc2c1)N1CCCCC1
→ ., -0.8, -1, 3.4, 94*, 22, -22, -0.1, -0.7, -5
> Cc1c(O)c(CN2CCCC2)cc2c3c(c(=O)oc12)CCC3
→ 0, 0.8, 0, 2.4, -7, -9, 9, 2.4, -2.2, 0
> COc1ccc(NC(=O)c2nc(SC)ncc2Cl)cc1
→ 0, -2.1, -5, 1.1, -14, ., ., 0.7, -3.0, -9
> O=C1NCCCC1C(=O)N/N=C/c1ccc([N+](=O)[O-])cc1 (centres undefined)
→ -1, 0.9, ., 1.6, ., ., ., 2.1, ., .
> NNC(=O)CCC(=O)Nc1ccccc1
→ -1, 0.3, -8, 0.1, 1, -6, 6, -1.4, -0.9, -6
> CN1CCN(c2ccc(S(=O)(=O)N3CCOCC3)cc2NC(=O)COc2ccc(F)cc2Cl)CC1
→ 2, 0.6, -1, 2.3, -3, 28, -28, -2.2, -3.0, 8
> Cc1cc(C=C2C(=O)c3ccccc3C2=O)c(C)n1-c1ccc(Cl)cc1
→ 18, ., ., 1.5, 49, 2, -2, ., -1.6, 1
> O=C(Nc1cccc(Cl)c1)Nc1c[nH]c(=O)[nH]c1=O
→ 0, 1.7, -4, 2.6, 0, 2, -2, 3.0, -0.6, -7
> CN(Cc1ccccc1)C(=O)Cc1ccccc1
→ 0, 0.2, 3, 1.8, ., 7, -7, 1.5, -0.1, 7
> COc1cc(S(=O)(=O)Nc2ccccc2C)ccc1NC(=O)c1ccncc1
→ -2, -2.0, -3, 2.6, 7, 5, -5, -1.3, -0.4, 0
> CCC(=O)/C=C1\Sc2ccc(OC)cc2N1CC
→ -1, 0.2, -2, 0.5, ., -16, 16, 1.8, -3.0, 21
> COCCCNC(=O)CN(c1ccc(Cl)c(Cl)c1)S(C)(=O)=O
→ -2, 0.4, -2, 2.4, -10, -2, 2, -0.4, 0.8, -2
> O=C(CCNC(=O)N1CCn2c1nc1ccccc12)NCc1ccccc1Cl
→ -3, 1.9, 3, -0.9, -6, 10, -10, 1.9, -1.8, -2
> Cc1ccc(/C=C/C(=O)c2ccc([N+](=O)[O-])o2)cc1
→ 10, 2.4, ., 3.3, ., ., ., 4.3, ., .
> Cn1ccnc1C(O)c1cc(C(C)(C)C)c(O)c(C(C)(C)C)c1 (centres undefined)
→ -24, 0.6, -2, 1.0, 16, 5, -5, 0.6, -0.1, -1
> Cc1cc(C=NCCCO)c(C)n1-c1cc(Cl)ccc1Cl
→ -1, ., 1, 2.5, -5, 17, -17, ., -0.5, -4
> CCOCCCNC(=O)C(NC(=O)Cc1cccs1)c1ccc(OC)cc1 (centres undefined)
→ -1, 2.3, 5, 2.3, 8, 13, -13, 0.9, -0.2, -9
> COc1cccc([C@@H]2CC=C(C(=O)O)[C@H](c3ccc(C)cc3)N2S(=O)(=O)c2ccc(C)cc2)c1
→ -2, -0.9, -10, -0.1, 0, -6, 6, 4.2, -1.4, -5
> Cc1cc(/C=C2\C(=N)N3N=C(C(C)C)SC3=NC2=O)c(C)n1-c1ccccc1
→ -5, 0.5, 4, 2.7, 8, -61, 61, 0.0, 0.1, -1
> COc1ccccc1NC(=O)Cn1nc(Cc2cccnc2)c2ccccc2c1=O
→ -2, 4.5, 1, -1.7, -5, ., ., 5.0, -0.7, -2
> CC(=O)c1cccc(NC(=O)CSc2ncc(C(=O)Nc3ccccc3)c(=O)n2C)c1
→ -2, 0.0, -1, 2.1, -63, -26, 26, 3.2, -2.5, 4
> COc1ccccc1NC(=O)COC(=O)/C=C/c1ccc2c(c1)OCO2
→ 4, 1.4, 3, 3.4, 35, 3, -3, 2.1, 0.3, -1
> CCOc1ccc(N(CC(=O)Nc2c(C)cccc2C)S(=O)(=O)c2c(C)[nH]c(=O)[nH]c2=O)cc1
→ -2, -0.2, -3, 0.8, 0, 16, -16, -1.3, -2.0, 4
> Cc1noc(NS(=O)(=O)c2ccc(NC(=O)c3ccc(OC(C)C)cc3)cc2)c1C
→ -1, -2.6, -4, 6.1, 12, -1, 1, 4.5, -2.0, 0
> COc1cccc(C(=O)Nc2c3c(nn2-c2ccccc2C)CS(=O)C3)c1OC (centres undefined)
→ ., -1.9, 3, 0.8, 2, 34, -34, 2.2, ., 1
> CCOc1ccc(/C=C2\SC(N3CCc4ccccc4C3)=NC2=O)cc1
→ ., -0.6, -2, 1.7, 5, 8, -8, 0.5, -1.6, 1
> COc1ccccc1C(=O)CSc1ccccn1
→ -2, 0.2, -4, 3.8, 42, 5, -5, 1.5, -0.1, -6

Quoted at random: 2 records from the list.
Below each compound: Wnt act, Ecoli viability, CAL PDZ FP-1, phage Ecoli inh, MITF TRPM1 HTS, SR-BI DiI-HDL act, SR-BI HDL uptake, AddAB inh, CAL PDZ FP-2, Tat export inh
> COc1ccccc1Nc1nnc(SCC(=O)NC(=O)Nc2ccc3c(c2)OCCO3)s1
→ -2, -1.4, -4, 5.7, -3, -22, 22, 0.2, -3.0, -5
> Cn1c(NCc2ccco2)nc2c1c(=O)n(Cc1ccc(Cl)cc1Cl)c(=O)n2C
→ 0, -1.4, -1, 0.7, 3, -27, 27, 0.4, 0.3, -10

Molecules listed so far containing a furan ring, fused or not:
Below each compound: Wnt act, Ecoli viability, CAL PDZ FP-1, phage Ecoli inh, MITF TRPM1 HTS, SR-BI DiI-HDL act, SR-BI HDL uptake, AddAB inh, CAL PDZ FP-2, Tat export inh
> COc1ccc(Cl)cc1NC(=O)CN(C)C(=O)c1cc(C)oc1C
→ -2, -1.5, -5, 0.8, 6, -26, 26, 1.4, 0.0, -1
> Cn1c(NCc2ccco2)nc2c1c(=O)n(Cc1ccc(Cl)cc1Cl)c(=O)n2C
→ 0, -1.4, -1, 0.7, 3, -27, 27, 0.4, 0.3, -10
> Cc1ccc(/C=C/C(=O)c2ccc([N+](=O)[O-])o2)cc1
→ 10, 2.4, ., 3.3, ., ., ., 4.3, ., .
